Hep lipid drop: hepatic lipid droplet formation modulation. 0.4% of 240,000 active. AML12 mouse hepatocytes, oleate lipid droplets, BODIPY imaging. AID 1656. inhibition, % at 6.5 µM;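 active = lipid droplet intensity inhibited by at least 50%, with more than 500 cells counted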
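Test system: AML12 hepatocytes (mouse); reagent: oleate loading, 100 µM; dosing: one dose, 6.5 µM compound; incubation: overnight exposure; signal: fluorescence imaging, 20x objective, two fields per well; read-out basis: % inhibition of corrected integrated BODIPY droplet signal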
LYP phosphatase: PTPN22 lymphoid phosphatase activity blockers – biochemical, fluorescence intensity, uHTS (AID 1779); 0.054% of 290,000 active; recombinant LYP phosphatase, fluorescence intensity; higher % means a stronger effect; inhibition, % at 11.5 µM; hits with a dose series show IC50 in µM; in the data active = inhibition above about 50%;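 note: plate controls were vehicle with enzyme for no effect and no enzyme for full effect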
GPR55 beta-arrestin: selective activators of receptor GPR55 – imaging, U2OS cells, beta-arrestin-GFP redistribution, primary screen (AID 1961); U2OS GPR55 beta-arrestin-GFP redistribution imaging; higher % means a stronger effect; one-dose activation, % at 10 µM; EC50 in µM for titrated hits; 0.048% of 290,000 active;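 active = activation above 40% with more than 50 cells counted in the well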;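 note: U2OS osteosarcoma cells stably expressing GPR55 and beta-arrestin-GFP; plate controls were DMSO negative control for no effect and LPI positive control for full effect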
GPR55 antagonists: inhibition of LPI-stimulated GPR55 beta-arrestin translocation – imaging, U2OS, beta-arrestin-GFP, LPI agonist, primary screen (AID 2013). 0.13% of 290,000 active. U2OS GPR55 beta-arrestin-GFP translocation imaging, LPI antagonism; higher % means a stronger effect. inhibition, % at 10 µM, or IC50 in µM where a hit was titrated;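 active = spots per cell inhibited over 60%, with over 100 cells counted and total cytoplasm intensity under 500,000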;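 note: U2OS cells stably carrying GPR55 and arrestin-GFP stimulated by 5 µM LPI near EC80; imaged beta-arrestin-GFP aggregate spots per cell after agonist stimulation; plate controls were LPI-stimulated DMSO wells for no effect and DMSO wells without LPI for full effect; some results filed as inactive read as strong as hits; confirmed hits need IC50 under 10 µM and bright autofluorescent wells are also inconclusive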
T cell modulator: modulates CD8 T cell binding to vesicles. 2C CD8+ T cell-vesicle binding, flow cytometry; hits give low values. calls only at 7 µM. 0.068% of 330,000 active. AID 2052;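 active = response, share of CD8 T cells binding vesicles, and their 90th percentile fluorescence all below set limits, cut at about 80% in these data, passing the limit was not always enough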
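Benchmarks: naked versus QL9-loaded vesicles / Assay system: purified 2C TCR transgenic mouse naive CD8+ T cells / Technique: high-throughput flow cytometry with anti-B7-1 and anti-CD8 staining / Timing: Cell–vesicle co-incubation 1.5 h at 37 °C, staining 20 min on ice / Read-out: percent CD8+ FL2 mean versus row control / Probe or stimulus: QL9-loaded Drosophila micro-vesicles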
Large T inhibition: TAg ATPase/helicase activity blockers – biochemical (AID 1903) | SV40 large T antigen ATPase/helicase inhibition assay; higher % means a stronger effect | inhibition, % at 20 µM; hits with a dose series show IC50 in µM | 0.39% of 310,000 active; in the data active = a potency from the dose series; note: strong numbers were not always called active
GPR35 antagonists: inhibition of zaprinast-stimulated GPR35 beta-arrestin translocation – imaging, U2OS, beta-arrestin-GFP, zaprinast agonist, primary screen (AID 2058). U2OS GPR35 beta-arrestin-GFP translocation imaging, zaprinast antagonism; higher % means a stronger effect. inhibition, % at 10 µM, or IC50 in µM where a hit was titrated. 0.052% of 290,000 active;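 active = inhibition of at least 50% with at least 30 cells and total cytoplasm GFP at most 10,000,000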
Rac1 GTP hydrolysis: MgcRacGAP GTPase-activating activity inhibitors, confirmation, biochemical, ADP Hunter fluorescence. MgcRacGAP-stimulated Rac1 GTP hydrolysis, ADP Hunter fluorescence; higher % means a stronger effect; GST-tagged Rac1 F28L mutant substrate. 0.6% of 340,000 active. inhibition, % at 30 µM; hits with a dose series show IC50 in µM. AID 624330;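 active = first-screen hits whose inhibition reached a set limit at any dose in the follow-up dose series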;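 note: fluorescence reports GDP produced by GAP-driven GTP hydrolysis; strong numbers were not always called active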
NTR1 agonist: NTR1-driven beta-arrestin-GFP spot formation – imaging, U2OS cells, high content, primary screen (AID 493036); activation, % at 20 µM; P30989; 0.17% of 330,000 active; agonist mode;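 active = activation at or above 40% of the spot to cytoplasm intensity ratio, with at least 20 cells analyzed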;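 note: 0% = DMSO without peptide and 100% = 100 nM NTR1 peptide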
Target sequence (P30989 whole entry, looked up): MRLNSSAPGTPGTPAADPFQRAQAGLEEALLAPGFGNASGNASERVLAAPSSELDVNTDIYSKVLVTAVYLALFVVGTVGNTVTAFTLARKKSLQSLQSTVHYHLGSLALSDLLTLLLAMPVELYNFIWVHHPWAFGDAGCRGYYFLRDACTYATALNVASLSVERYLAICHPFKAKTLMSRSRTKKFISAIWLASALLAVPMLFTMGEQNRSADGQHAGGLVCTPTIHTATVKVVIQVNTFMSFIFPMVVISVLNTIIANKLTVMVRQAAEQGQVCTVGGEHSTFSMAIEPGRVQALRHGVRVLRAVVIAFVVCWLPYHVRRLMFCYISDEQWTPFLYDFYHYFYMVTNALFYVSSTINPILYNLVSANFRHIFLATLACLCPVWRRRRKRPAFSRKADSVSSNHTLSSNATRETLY
Hep lipid drop cells 6.5 µM: further read-out of Hep lipid drop, marked with its call; cell count; measured here: cell count, cytotoxicity flag;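 cells counted across two imaged fields per well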
T cell modulator vesicle-bound %: recorded beside T cell modulator, whose call it bears; double positive events, %; measured here: CD8+ vesicle-bound cell fraction;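 binding gate set so that unloaded-vesicle control wells show 10% double positive cells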
NTR1 agonist cell count 20 µM: recorded beside NTR1 agonist, whose call it bears; cell count; measured here: cell count, cytotoxicity flag
An asterisk follows results filed as active; i = inactive; . = no result given; & = joins results of further samples.

Order of values: Hep lipid drop	Hep lipid drop cells 6.5 µM	LYP phosphatase	GPR55 beta-arrestin	GPR55 antagonists	T cell modulator	T cell modulator vesicle-bound %	Large T inhibition	GPR35 antagonists	Rac1 GTP hydrolysis	NTR1 agonist	NTR1 agonist cell count 20 µM
> COCCCNC(=S)Nc1ccc(S(=O)(=O)Nc2cc(OC)nc(OC)n2)cc1
    -4	855	-8%	-0.1%	11%	i	9	8%	4%	3%	-0.3	40
> Cc1ccc(C(=O)OC2CCN(c3ccc([N+](=O)[O-])cc3)CC2)cc1
    .	.	-5%	-0.1%	10%	i	55	-1%	5%	5%	0.8	81
> CC(=O)Nc1ccc(S(=O)(=O)Nc2cc3c(cc2C(C)=O)OCO3)cc1
    -2	766	-5%	-0.2%	12%	i	22	20%	4%	2%	1.2	68
> COc1ccc(Cl)cc1C(=O)Nc1ccccc1N1CCCCC1
    3	407	3%	-0.1%	-3%	i	65	0%	-1%	12%	12	83
> CC(=O)Nc1ccc(C(=O)OCC(=O)N2CCCC2)cc1
    -2	810	-10%	-0.1%	11%	i	28	2%	4%	5%	-0.8	39
> C/C(Cc1ccccc1)=N\NC(=O)CNC(=O)Cc1ccccc1
    9	734	-6%	0.2%	3%	i	18	9%	-1%	9%	1.1	42
> COc1ccc(C2CC(c3ccccc3)=NN2C(=O)COC(=O)c2nc3nc(C)cc(C)n3n2)cc1 (centres undefined)
    -10	670	2%	-0.2%	-2%	i	43	11%	-4%	3%	2.8	51
> CCc1nc2ccc(C(=O)NCc3ccc(C)o3)cc2nc1CC
    -26	704	-7%	-0.1%	-4%	i	47	-6%	-13%	-32%	0.1	76
> Cc1ccc(NNC(=O)c2cc(C(C)(C)C)nn2Cc2ccccc2)cc1
    9	744	8%	-0.2%	8%	i	29	5%	19%	-9%	0.1	60
> COCCN(C(=O)Cc1cccs1)c1nnc(-c2cccnc2)s1
    .	.	-4%	-0.3%	-12%	i	44	7%	1%	-3%	0.1	93
> COc1ccc2nc(SCC(C)=O)c(C#N)cc2c1
    -2	593	-7%	-0.3%	12%	i	48	5%	4%	6%	-2.7	87
> COCCOc1nc2c(c(=O)n(C)c(=O)n2C)n1CCc1ccccc1
    .	.	-7%	-0.1%	10%	i	24	0%	16%	7%	1.2	87
> CC1NC(=O)NC1CCCCCC(=O)Nc1ccc(F)cc1 (centres undefined)
    7	761	-4%	0.1%	5%	i	42	6%	7%	7%	-0.8	51
> COc1cc(C2NC(=O)NC(C)=C2C(=O)OC2CCC(C)CC2)ccc1O (centres undefined)
    -2	868	-6%	-0.1%	-11%	i	60	-2%	2%	-2%	0.5	60
> Cc1ccc(NC(=O)CN2CC(C)SC2=NC2CCCCC2)cc1 (centres undefined)
    -12	726	8%	-0.2%	15%	i	36	0%	-17%	-5%&4%	1.9	51
> Cc1ccnn1CC(=O)N/N=C/c1cn[nH]c1-c1ccccc1
    -28	559	-7%	-0.1%	-10%	i	16	2%	-2%	5%	-0.6	51
> COC(=O)CCC(=O)OC1(C)C(=O)C2=CN(c3ccc(OC)cc3)C(c3ccc(OC)cc3)=CC2=C(Br)C1=O (centres undefined)
    .	.	.	.	.	i	17	24%	.	2%	-5.1	87
> Cc1ccc(S(=O)(=O)ON2C(=O)c3cccc4cccc(c34)C2=O)cc1
    7	629	-1%	-0.3%	2%	i	62	11%	0%	1%	0.4	96
> Cn1c(SCC(=O)NC2CCCCC2)nnc1-c1ccccc1O
    5	712	-10%	-0.2%	-7%	i	62	7%	6%	8%	0.4	50
> COc1ccc(NC(=O)/C=C/c2ccc(C)o2)cc1S(=O)(=O)N1CCOCC1
    -17	601	3%	0.0%	2%	i	31	11%	1%	7%	0.0	65
> CCOC(=O)COc1ccc(S(=O)(=O)NC2CC2)cc1
    -21	801	-8%	0.0%	.	i	59	9%	2%	8%	-0.5	69
> COc1ccc(-c2csc3ncn(-c4ccc(C)cc4)c(=O)c23)cc1OC
    -10	642	-5%	0.2%	6%	i	35	3%	6%	5%	1.4	52
> O=C(Cn1nnc(-c2ccccc2)n1)N/N=C/c1ccc(-c2ccc(Cl)cc2)o1
    -6	622	-5%	0.1%	4%	i	54	3%	-5%	1%	6.1	88
> OCCNc1nc(Nc2ccccc2)nc(Nc2ccccc2)n1
    19	816	3%	0.0%	31%	i	22	3%	-3%	7%	1.5	65
> Cc1c(Br)c(=O)oc2c(Br)c(O)ccc12
    -20	666	-10%	-0.4%	-1%	i	29	24%	11%	1%	0.0	83
> Cc1cc(=O)[nH]c(N/N=C/c2cc(C)n(-c3ccccc3)c2C)n1
    -9	722	2%	0.2%	8%	i	20	12%	-4%	-3%	-0.2	69
> CCNC(=O)C(=O)N1CCC2(CC1)OCCN2S(=O)(=O)c1ccc(C)cc1
    .	.	.	.	.	i	48	9%	.	3%	-0.2	76
> O=C(OCc1cccc(Cl)c1)c1cc([N+](=O)[O-])ccc1N1CCOCC1
    .	.	.	.	.	i	31	10%	.	3%	6.1	60
> COc1ccccc1N1C(N)=NC(N)=NC12CCCCC2
    17	742	-2%	-0.1%	7%	i	19	3%	-6%	.	.	.
> CC1=C(C(=O)OCc2ccc3c(c2)OCO3)C(c2ccc(Cl)cc2)NC(=O)N1 (centres undefined)
    .	.	3%	-0.2%	-6%	i	10	9%	-8%	17%	3.8	60

Part of the list above in order of count of non-hydrogen atoms, falling.
Order of values: Hep lipid drop	Hep lipid drop cells 6.5 µM	LYP phosphatase	GPR55 beta-arrestin	GPR55 antagonists	T cell modulator	T cell modulator vesicle-bound %	Large T inhibition	GPR35 antagonists	Rac1 GTP hydrolysis	NTR1 agonist	NTR1 agonist cell count 20 µM
> CCNC(=O)C(=O)N1CCC2(CC1)OCCN2S(=O)(=O)c1ccc(C)cc1
    .	.	.	.	.	i	48	9%	.	3%	-0.2	76
> C/C(Cc1ccccc1)=N\NC(=O)CNC(=O)Cc1ccccc1
    9	734	-6%	0.2%	3%	i	18	9%	-1%	9%	1.1	42
> CC(=O)Nc1ccc(C(=O)OCC(=O)N2CCCC2)cc1
    -2	810	-10%	-0.1%	11%	i	28	2%	4%	5%	-0.8	39

Going on with the list.
SMILES | Hep lipid drop | Hep lipid drop cells 6.5 µM | LYP phosphatase | GPR55 beta-arrestin | GPR55 antagonists | T cell modulator | T cell modulator vesicle-bound % | Large T inhibition | GPR35 antagonists | Rac1 GTP hydrolysis | NTR1 agonist | NTR1 agonist cell count 20 µM
CCCNC(=O)c1onc(CSc2ccccc2)c1C(=O)NCCC | . | . | . | . | . | i | 31 | 18% | . | 8% | 0.6 | 83
Cc1cc(Cl)ccc1C(=O)C1CCCN(C(=O)c2ccoc2)C1 (centres undefined) | 18 | 726 | 1% | 0.0% | -2% | i | 42 | 8% | -7% | 12% | -0.7 | 58
O=C(NC1c2ccccc2-c2ccccc21)N1CCCCC1 | . | . | -6% | -0.3% | 10% | . | . | 3% | 6% | 6% | . | .
CC(=O)N1CCN(Cc2nc3cc(NC(=O)NC4CCCCC4)ccc3n2C)CC1 | -8 | 696 | -4% | -0.1% | 9% | i | 8 | 26% | -5% | -1% | 0.7 | 63
COc1ccc2oc(C(=O)OCc3nnc(-c4ccccc4)o3)c(C)c2c1 | . | . | . | . | . | i | 26 | 3% | . | -1% | 2.3 | 66
Cc1ccnc(NC(=O)CCC(=O)N(CC(=O)NC2CCCCC2)C2CCCC2)c1 | -1 | 646 | -2% | -0.3% | 5% | i | 7 | 9% | -2% | 6% | 1.4 | 65
Cc1cc2cc(CN(Cc3cccs3)C(=S)NCC3CCCO3)c(=O)[nH]c2cc1C (centres undefined) | 5 | 446 | 5% | 0.6% | 22% | i | 16 | 9% | -4% | 9% | 5.7 | 41
O=C(C(NS(=O)(=O)c1cccc2nsnc12)c1ccccc1)N1CCN(c2ccccc2)CC1 (centres undefined) | . | . | 1% | -0.1% | 9% | i | 44 | 5% | 2% | 1% | 5.1 | 58
C=CCNC(=O)C1CC(=O)N(c2ccc(OCc3ccc(F)cc3)cc2)C1 (centres undefined) | 9 | 831 | -7% | 0.3% | -8% | i | 58 | 13% | 0% | 12% | 0.7 | 55
CC(C)c1ccc2c(c1)C(=O)NC(C)(C)C2 | . | . | -7% | 0.7% | 0% | i | 56 | 13% | 0% | 9% | 3.7 | 53
OC1(C(F)(F)F)CC(c2ccc3ccccc3c2)=NO1 (centres undefined) | -11 | 676 | -3% | -0.1% | -11% | i | 29 | 10% | -6% | -5% | 2.6 | 39
C#CCOCCOCCOCCNc1nc(N2CCN(C(=O)[C@H]([C@@H](C)CC)n3cc([C@@H](N)CC(C)C)nn3)CC2)nc(N2CCN(C(=O)[C@H](Cc3cc4ccccc4[nH]3)n3cc([C@@H](N)Cc4ccc(O)cc4)nn3)CC2)n1 | 8 | 715 | -15% | 0.2% | 10% | i | 28 | 8% | 9% | . | 3.3 | 111
CC1(C)C(CSc2nc3ccccc3[nH]2)C1(Cl)Cl (centres undefined) | 0 | 724 | 4% | -0.6% | -2% | i | 30 | 2% | -14% | 2% | 3.1 | 79
CCNc1nc(NCC)n2c(SCC(=O)Nc3ccc(Br)cc3F)nnc2n1 | . | . | . | . | . | i | 42 | 23% | . | 11% | 1.8 | 57
O=C(CCC1CCCN(C(=O)C2CCCC2)C1)NCc1ccc(F)c(F)c1 (centres undefined) | 14 | 651 | 4% | -0.1% | 5% | i | 52 | 2% | -1% | 3% | -0.7 | 45

By substructure, the entries above containing a nitro group on carbon (two)
SMILES | Hep lipid drop | Hep lipid drop cells 6.5 µM | LYP phosphatase | GPR55 beta-arrestin | GPR55 antagonists | T cell modulator | T cell modulator vesicle-bound % | Large T inhibition | GPR35 antagonists | Rac1 GTP hydrolysis | NTR1 agonist | NTR1 agonist cell count 20 µM
Cc1ccc(C(=O)OC2CCN(c3ccc([N+](=O)[O-])cc3)CC2)cc1 | . | . | -5% | -0.1% | 10% | i | 55 | -1% | 5% | 5% | 0.8 | 81
O=C(OCc1cccc(Cl)c1)c1cc([N+](=O)[O-])ccc1N1CCOCC1 | . | . | . | . | . | i | 31 | 10% | . | 3% | 6.1 | 60

High-throughput results deposited in PubChem BioAssay by several laboratories.
